Screening data as filed in PubChem BioAssay.
p53null 32C kill: p53 null cell cytotoxicity, permissive temperature. H1299-neo p53 null cells, ATP luminescence, 24 h, 32C. Potency, µM (titrated, usually from 46.1 µM), inactives show top-dose activity change, negative = cytotoxicity, actives largely listed as cytotoxic. 55,000 compounds, 0.62% hits;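 further: potency means the concentration at half of the fitted maximal effect; 0% = DMSO only and -100% = full killing by 100 µM tamoxifen; nearly all actives have a fitted effect of over 55% in size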
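We seeded p53-null H1299-neo cells, incubated them overnight at 37C, and added compounds across a range up to 46 uM. After 24 hours at 32C, ATP reagent was applied for 20 min at room temperature and luminescence recorded.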
FH mod: Identification of activators of human fumarate hydratase by quantitative high-throughput screening. Fumarate hydratase, mitochondrial (Homo sapiens), P07954. FH coupled MDH/diaphorase resazurin fluorescence, 15 min. Potency, µM (top dose mostly 79.9 µM), without a hit: at the highest dose activity change, negative = inhibition, actives largely listed as inhibitors. 54,000 compounds, 0.22% hits; further: potency means the concentration at half of the fitted maximal effect; on the % scale 0 is the no-effect control and ±100 the full control effect; the screen sought activators but most active calls are inhibition curves; nearly all actives have a fitted effect of over 45% in size
NTMT1 inh: blocks human N-terminal methyltransferase 1 activity | Q9BV86 | NTMT1 MTase-Glo SAH luminescence, purified enzyme | Potency, µM (series often up to 114 µM), for the others: at the highest dose activity change, negative = inhibition, hits mostly inhibitors | 59,000 compounds, 2.5% hits;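 further: potency means the concentration at half of the fitted maximal effect; plate controls were DMSO vehicle for no effect and no enzyme for full effect; nearly all actives have a fitted effect of over 65% in size; many of its hits are not listed in these tables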
Target sequence (Q9BV86 whole entry, looked up): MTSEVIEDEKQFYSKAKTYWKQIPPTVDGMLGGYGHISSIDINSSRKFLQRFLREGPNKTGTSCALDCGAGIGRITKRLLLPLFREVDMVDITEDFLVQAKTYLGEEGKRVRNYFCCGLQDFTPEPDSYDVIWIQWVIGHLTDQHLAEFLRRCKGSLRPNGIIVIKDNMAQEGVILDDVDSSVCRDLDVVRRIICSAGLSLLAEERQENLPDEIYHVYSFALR
p53null 39C tox: kills p53 null cells at the nonpermissive temperature. H1299 p53-null (neo) cells, 39C, ATPlite viability, 24 h. Potency, µM (highest dose often 46.1 µM), for the others: top-dose activity, negative = cell killing, actives largely listed as cytotoxic. 55,000 compounds, 0.97% hits;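 further: potency means the concentration at half of the fitted maximal effect; 0% = DMSO only and -100% = full killing by 100 µM tamoxifen; nearly all actives have a fitted effect of over 50% in size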
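Concentration-response (up to 46 uM) was run for 24 h at the nonpermissive 39C on H1299-p53A138V or H1299-neo cells. ATP content was measured with ATPlite luminescence. AC50 values were Hill-modeled after normalizing between DMSO and 100 uM tamoxifen killing.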
TSG101-PTAP inh: blocks PTAP binding to human TSG101, validation. Potency, µM (top dose mostly 115 µM), inactives show at the top dose activity change, negative = inhibition, usual class: inhibitors. Fluorescence polarization, FITC-PTAP peptide/Tsg101, 20 min. 44,000 tested, under 10 active; further: potency means the concentration at half of the fitted maximal effect; 0% is about no effect
Target sequence (Q99816 whole entry, looked up): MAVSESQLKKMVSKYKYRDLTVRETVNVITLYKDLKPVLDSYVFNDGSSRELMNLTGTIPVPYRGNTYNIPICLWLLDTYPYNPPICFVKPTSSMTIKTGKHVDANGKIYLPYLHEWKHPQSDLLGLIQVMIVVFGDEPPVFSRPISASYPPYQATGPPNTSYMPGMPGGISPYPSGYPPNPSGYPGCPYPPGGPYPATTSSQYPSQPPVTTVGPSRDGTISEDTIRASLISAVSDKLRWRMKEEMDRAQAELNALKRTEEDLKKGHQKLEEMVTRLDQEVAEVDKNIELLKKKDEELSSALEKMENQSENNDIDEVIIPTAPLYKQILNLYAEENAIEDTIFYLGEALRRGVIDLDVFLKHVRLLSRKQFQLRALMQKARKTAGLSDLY
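Fluorescence polarization: Tsg101 binding domain (10 uM final) in 10 mM HEPES pH 7.5, 0.15 M NaCl, 0.01% Tween 20, 3 mM EDTA, 0.1 mM TCEP; compounds pinned; FITC-PTAP peptide 50 nM final; 20 min, r.t.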
GALK inhibitor: inhibitors of human galactokinase (GALK); 44,000 tested, under 10 active; P51570; Potency, µM (highest dose often 57.5 µM), without a hit: at the highest dose activity, negative = inhibition, most hits filed as inhibitors; recombinant GALK, Kinase-Glo ATP luminescence, 1 h;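 further: plate controls were full GALK reaction for no effect and reaction lacking GALK for full effect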
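5 nM GALK; 35 uM ATP; 100 uM D-galactose; 20 mM HEPES pH 8.0, 5 mM MgCl2, 60 mM NaCl, 1 mM DTT, 0.01% BSA; 1 h RT; Kinase-Glo Plus luminescence.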
B2AR arrestin ag: beta-arrestin recruitment by human beta2-adrenergic receptor ligands | AID 1347077 | Potency, µM (series often up to 46.1 µM), for the others: at the highest dose activation, most hits filed as activators | P07550 | 44,000 tested, under 10 active | HTLA Tango cells, beta-arrestin recruitment, luciferase luminescence, 18 h;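 further: potency means the concentration at half of the fitted maximal effect; 0% = DMSO and full agonism = EC100 isoproterenol or metaproterenol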
Target sequence (P07550 whole entry, looked up): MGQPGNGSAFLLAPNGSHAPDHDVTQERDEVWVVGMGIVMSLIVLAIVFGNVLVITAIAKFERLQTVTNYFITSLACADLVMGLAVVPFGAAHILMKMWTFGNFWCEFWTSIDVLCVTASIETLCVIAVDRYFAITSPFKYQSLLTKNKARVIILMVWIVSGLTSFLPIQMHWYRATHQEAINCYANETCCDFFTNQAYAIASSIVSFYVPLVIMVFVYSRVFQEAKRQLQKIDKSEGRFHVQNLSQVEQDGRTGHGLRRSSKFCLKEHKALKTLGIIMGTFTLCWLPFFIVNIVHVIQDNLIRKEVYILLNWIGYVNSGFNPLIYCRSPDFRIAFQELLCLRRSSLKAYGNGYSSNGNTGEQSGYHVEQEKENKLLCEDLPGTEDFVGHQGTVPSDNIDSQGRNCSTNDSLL
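Tango cell line, 1% FBS DMEM; cpd titration up to 46 microM; 18 hr, 37 degrees C, 5% CO2. Luciferin/ATP substrate mix added, 15 min RT, luminescence. %Activity, CRC fitting, curve-class categorization.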
Numbers without * were called inactive; ? = inconclusive; . = no result given; [ ] = another dose, or the depositor's remark. The call rests on the fitted dose curve; in most records, active means well fitted curve in the direction sought with a large enough effect; inconclusive means small, poorly fitted or top-dose-only effect, or another doubt; inactive means no such curve, though single readings can be large; an effect the other way counts as inactive or inconclusive.

SMILES	p53null 32C kill	FH mod	NTMT1 inh	p53null 39C tox	TSG101-PTAP inh	GALK inhibitor	B2AR arrestin ag
CC(=O)Nc1ccc(S(=O)(=O)NC2(C(F)(F)F)C(=O)Nc3c2c(=O)[nH]c(=O)n3-c2ccc(C)cc2)cc1 (stereo unspecified)	.	9%	-1%	.	1%	0%	1%
Cc1ccccc1CNCCCSc1nnnn1C	-4%	-10%	?	4%	-1%	0%	-4%
COc1ccc(NC(=O)C(=O)NCCc2ccc(OC)c(OC)c2)c(OC)c1	-7%	-5%	-7%	-1%	3%	?	-1%
Cc1ccc(CNC(=O)C2CCN(c3nc4ccccc4n(C)c3=O)CC2)cc1	-1%	3%	0%	22%	1%	-7%	-2%
COc1ccc(OC)c(NC(=O)Cn2c(=O)n(-c3ccc(Cl)cc3)c(=O)c3c(C)c(C)sc32)c1	4%	-2%	?	8%	0%	3%	0%
CCCCC(=O)Nc1c(C(=O)N2CCN(c3ccccc3F)CC2)oc2ccccc12	-4%	-19%	?	1%	1%	2%	-1%
Cn1cnc(S(=O)(=O)N2CCC(C(=O)NCc3ccc(Cl)cc3)CC2)c1	-1%	2%	3%	15%	-5%	-1%	-1%
CCOC(=O)c1cnc2cc(C(F)(F)F)ccc2c1Nc1ccc(F)cc1F	.	-10%	-6%	.	-2%	-1%	-1%
COc1cccc(C2C(C(=O)Nc3ccc(C)cc3C)=C(C)Nc3nc4ccccc4n32)c1OC (stereo unspecified)	10%	-20%	-2%	-7%	-14%	6%	0%
CCOC(=O)c1ccc2c(c1)[C@@H]1C=CC[C@@H]1[C@H](c1cccc(OC)c1OC)N2	-5%	-23%	-5%	?	4%	0%	0%
Cc1cccc(-n2ncc(C(=O)N3CCN(C4CCCCC4)CC3)c2C2CCN(C(=O)OC(C)(C)C)CC2)c1	8%	-8%	1%	-2%	-2%	2%	0%
CCOc1ccc(Sc2cc(C(=O)NCc3ccc(C)cc3)c3ccccc3n2)cc1	-9%	0%	-7%	18%	-3%	-1%	0%

Five entries drawn at random from the list so far:
SMILES	p53null 32C kill	FH mod	NTMT1 inh	p53null 39C tox	TSG101-PTAP inh	GALK inhibitor	B2AR arrestin ag
Cc1cccc(-n2ncc(C(=O)N3CCN(C4CCCCC4)CC3)c2C2CCN(C(=O)OC(C)(C)C)CC2)c1	8%	-8%	1%	-2%	-2%	2%	0%
CCOC(=O)c1ccc2c(c1)[C@@H]1C=CC[C@@H]1[C@H](c1cccc(OC)c1OC)N2	-5%	-23%	-5%	?	4%	0%	0%
COc1cccc(C2C(C(=O)Nc3ccc(C)cc3C)=C(C)Nc3nc4ccccc4n32)c1OC (stereo unspecified)	10%	-20%	-2%	-7%	-14%	6%	0%
Cn1cnc(S(=O)(=O)N2CCC(C(=O)NCc3ccc(Cl)cc3)CC2)c1	-1%	2%	3%	15%	-5%	-1%	-1%
CCCCC(=O)Nc1c(C(=O)N2CCN(c3ccccc3F)CC2)oc2ccccc12	-4%	-19%	?	1%	1%	2%	-1%

Additional records follow:
SMILES	p53null 32C kill	FH mod	NTMT1 inh	p53null 39C tox	TSG101-PTAP inh	GALK inhibitor	B2AR arrestin ag
Cc1ccc(OCC(=O)Nc2ccc(C(=O)OCc3cc(=O)n4c(C)csc4n3)cc2)cc1	-8%	-3%	?	-25%	0%	-4%	0%
CCc1ccccc1NC(=O)CSc1ncc(S(=O)(=O)c2ccccc2)c(=O)[nH]1	-2%	-1%	-1%	-18%	-6%	?	1%
Cc1ccc(-c2nc(C(=O)NCc3ccc(Cl)cc3)c3n2CCCCC3)cc1	7%	-18%	-2%	89%[activator]	-5%	3%	-1%
O=C(Nc1cc(Cl)ccc1O)c1cc2nc(-c3ccc4c(c3)OCO4)cc(C(F)(F)F)n2n1	.	6%	-5%	.	-13%	-2%	0%
Cc1ccc(N(Cc2cccs2)C(=O)COc2ccccc2[N+](=O)[O-])cc1	2%	-21%	-16%	?	0%	-1%	-3%
COc1ccc(NC(=O)c2cc3c(=O)n(Cc4cccnc4)ccc3nc2C)c(OC)c1	8%	-6%	4%	-15%	-7%	4%	0%
CCc1ccccc1NC(=O)CCS(=O)(=O)c1cccc2nonc12	4%	?	0%	32%[activator]	1%	2%	-2%
Cc1ccc(-n2ncc(C(=O)N3CCN(c4cc(Cl)ccc4C)CC3)c2C2CCN(C(=O)OC(C)(C)C)CC2)cc1	-8%	-32%	8%	-1%	2%	0%	1%
Cc1ccc(Cn2c(=O)n(Cc3ccccc3Cl)c(=O)c3cccnc32)cc1	-4%	-3%	9%	13%	-3%	?	1%
CCCC(=O)Nc1cc(-c2nnc3c4ccccc4c(C)nn23)ccc1C	-13%	-6%	-24%	-27%	1%	1%	0%
CCCn1c(=N)c(C(=O)NC2CCCC2)cc2c(=O)n3cc(C)ccc3nc21	3%	3%	-3%	-10%	-5%	1%	0%
O=C1CC(c2nc(-c3ccccc3)no2)CN1c1ccc2c(c1)OCCO2 (stereo unspecified)	-3%	-15%	0%	18%	-1%	-1%	0%
CCOC(=O)c1cccc(NC(=O)c2ccc3nc(CCc4ccccc4)oc3c2)c1	-5%	11%	-10%	-3%	0%	-1%	-1%
CCOC(=O)c1c(N)n(-c2ccc(C)c(Cl)c2)c2nc3ccccc3nc12	2%	-4%	10%	29%	3%	1%	0%
CCOc1ccc(CNC(=O)c2cc(=O)[nH]c3ccc(S(=O)(=O)N4CCCCC4)cc23)cc1	-6%	1%	24%	15%	-1%	1%	0%
COC(=O)c1scc(-c2ccc(C)cc2)c1S(=O)(=O)N1CCN(c2cccc(OC)c2)CC1	16%	-17%	-1%	-3%	0%	4%	1%
COc1cc(Cl)c(C)cc1NC(=O)c1nn(C)c2c1CSc1ccccc1-2	-2%	-10%	-14%	8%	0%	0%	-3%
COc1ccc(OC)c(-n2c3c(cc(-c4nc(-c5ccc(Cl)cc5)cs4)c2=O)C(=O)CC(C)(C)C3)c1	7%	-12%	5%	15%	0%	3%	-2%
Cc1ccc(N2CCN(C(=O)c3cnn(-c4ccc(F)cc4F)c3C3CCN(C(=O)OC(C)(C)C)CC3)CC2)c(C)c1	33%[activator]	-19%	?	35%	-8%	1%	1%
Cc1ccc(CCNC(=O)c2cc3sccc3n2Cc2ccc(Cl)cc2)cc1	-3%	-14%	?	-2%	0%	-7%	-2%
CCN(CC)c1ccc(NC(=O)C2CCN(c3nnc(-n4cccc4)s3)CC2)c(C)c1	-3%	-15%	3%	-17%	2%	-7%	2%
CCc1ccc(C2CC(=O)Nc3c2c(C)nn3-c2nc(C)cc(C)n2)cc1 (stereo unspecified)	4%	-3%	-4%	25%	0%	-4%	-3%
CCc1cc(C(=O)N2CCN(c3ccccc3)CC2)no1	3%	-1%	-4%	15%	-4%	-1%	1%
Cc1c(C(=O)N(C)C)sc2c1c(=O)n(-c1ccc(F)cc1)c(=O)n2Cc1cc(=O)n2ccccc2n1	-3%	-25%	1%	-6%	2%	3%	-3%
COc1cccc(C(=O)Nc2cccc(OCc3cc(=O)n4cc(C)ccc4n3)c2)c1	-6%	-2%	-8%	4%	-4%	0%	-1%
COc1ccccc1CNc1cc(C)nc2nc(-c3ccc(C)cc3)nn12	-3%	-7%	3%	-15%	3%	2%	3%
CCCOc1ccc(Oc2nc(NCC(C)C)nc(N(C)C)n2)nn1	-4%	-12%	-1%	-25%	-1%	2%	1%
CC(NC(=O)c1cc2c(=O)n3ccccc3nc2n(C(C)C)c1=N)c1ccccc1 (stereo unspecified)	-1%	4%	-2%	31%[activator]	-8%	16%	-2%
Cc1ccccc1OCc1nnc(SCc2cc(=O)c3cc(F)ccc3[nH]2)n1C	-4%	1%	-3%	-9%	2%	2%	0%
CCOC(=O)C1CCN(Cc2cn3c(-c4ccc(OC)cc4)nnc3s2)CC1	-3%	15%	3%	8%	-5%	3%	0%
COc1cccc(CN2C(=O)C3(SCC(=O)N3c3ccc(C(C)C)cc3)c3ccccc32)c1 (stereo unspecified)	14%	-17%	27%	26%	-4%	3%	0%
COc1ccc2nc(NC(=O)c3nc(S(=O)(=O)Cc4ccc(C)cc4)ncc3Cl)sc2c1	-25%	-8%	36%[activator]	?	16%	-2%	-3%
O=C(CSc1nnc(-c2ccccc2)c(-c2ccccc2)n1)Nc1ccccc1Cl	19%	-9%	3%	4%	31%[activator]	3%	-1%
Cc1ccc(Cc2nc3ccccc3nc2SCC(=O)Nc2ccc3c(c2)OCO3)cc1	-5%	-1%	3%	-23%	1%	0%	0%
CCOc1ccc(CNC(=O)CCCn2nc(C)c3sc4ccccc4c3c2=O)cc1	-4%	0%	18%	-3%	9%	-10%	1%
O=C(CCCn1c(=O)c2sccc2n(Cc2ccc(F)cc2Cl)c1=O)NCc1ccc2c(c1)OCO2	1%	3%	-4%	-1%	0%	-1%	1%

The list goes on; the last 2 above are carried over.
SMILES	p53null 32C kill	FH mod	NTMT1 inh	p53null 39C tox	TSG101-PTAP inh	GALK inhibitor	B2AR arrestin ag
CCOc1ccc(CNC(=O)CCCn2nc(C)c3sc4ccccc4c3c2=O)cc1	-4%	0%	18%	-3%	9%	-10%	1%
O=C(CCCn1c(=O)c2sccc2n(Cc2ccc(F)cc2Cl)c1=O)NCc1ccc2c(c1)OCO2	1%	3%	-4%	-1%	0%	-1%	1%
Cc1ccc2nc(NC(=O)c3cc(=O)c4cc(Cl)ccc4o3)sc2c1	5%	-4%	17%	-4%	-2%	-10%	0%
COc1ccc(-c2nnc(SCC(=O)c3ccc([N+](=O)[O-])cc3)o2)cc1OC	-4%	1%	3%	-26%	-1%	6%	0%
CC(NC(=O)CSc1n[nH]c(-c2ccccc2)n1)c1nc2ccccc2n1C (stereo unspecified)	1%	3%	9%	3%	-10%	4%	0%
Cc1ccc2c(CC(=O)N3CCN(c4cccc(Cl)c4)CC3)coc2c1	26%	?	1%	8%	1%	-3%	-1%
CCCC1N=C2c3ccccc3N=C(SCC(=O)NCCc3ccc(Cl)cc3)N2C1=O (stereo unspecified)	-1%	9%	-3%	-1%	-7%	-1%	-1%
O=C(NCCCc1nc2ccccc2n1Cc1ccccc1Cl)c1ccco1	-10%	.	.	-1%	-5%	6%	0%
O=C(COCc1cc(-c2ccc3c(c2)OCO3)on1)Nc1cc(Cl)ccc1O	6%	10%	12%	-7%	0%	2%	0%

Taken from above:
Entry for CCCC(=O)Nc1cc(-c2nnc3c4ccccc4c(C)nn23)ccc1C under NTMT1 inh: -24%
Entry for Cc1ccc(Cn2c(=O)n(Cc3ccccc3Cl)c(=O)c3cccnc32)cc1 under p53null 39C tox: 13%

An excerpt, so the mix of outcomes need not match the whole.
